Luciferase inh: firefly luciferase inhibition | P08659 | purified firefly luciferase, luminescence, 8 min | Potency, µM (doses to about 57.1 µM), without a hit: at the top dose activity change, negative = inhibition, most hits filed as inhibitors | 72,000 tested, 2.2% active | AID 411; further: potency means the concentration at half of the fitted maximal effect; on the % scale 0 is the no-effect control and ±100 the full control effect; nearly all actives have a fitted effect of over 40% in size
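Luminescence read-out after 8 min at room temperature; enzyme reaction used luciferin plus 10 uM ATP (linear range) in imidazole buffer pH 7.2 with KCl, MgCl2, Tween 20 and BSA. Each sample was run as a titration.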
Casp7 inh: caspase-7 (human) inhibition, allosteric or competitive | P55210 | recombinant caspase-7, Ac-DEVD-AFC fluorescence rate | Potency, µM (doses to about 57.5 µM), inactives show top-dose activity change, negative = inhibition, most hits filed as inhibitors | 75,000 tested, 0.02% active | AID 889; active means well fitted inhibition curve with a large enough effect in the main read-out, with a control signal flat, not every such curve was filed as active; inconclusive means small, poorly fitted or top-dose-only effect, or a change in a side signal; further: potency means the concentration at half of the fitted maximal effect; % of control where 0% means no effect
BRCT PPI green: inhibitors of human BRCA1 BRCT-phosphoprotein interaction (green fluorophore); P38398; BRCA1 BRCT-phosphopeptide binding, green fluorescence polarization; Potency, µM (titrated, usually from 76.9 µM), for inactives: at the highest dose activity change, negative = inhibition, actives largely listed as inhibitors; 75,000 tested, 0.05% active; AID 875;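 further: potency means the concentration at half of the fitted maximal effect; plate controls were peptide without protein for full effect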
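Fluorescence polarization: His-tagged BRCT (~35 kDa BRCA1 C-terminus, 250 nM) bound to 100 nM fluorescein-labeled phosphorylated 10-aa BACH1 peptide, pH 7.3 phosphate buffer with DTT and Tween 20. Compounds incubated 12 min at room temperature; inhibition read as lowered polarization.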
CRE Fsk mod: alters forskolin-stimulated CRE reporter signaling in CHO cells; CHO CRE-bla reporter (cAMP response element driving beta-lactamase), forskolin EC10, beta-lactamase ratio; Potency, µM (series often up to 38.2 µM), inactives show at the highest dose activity change, negative = inhibition, usual class: activators; 71,000 tested, 2.5% active; active means well fitted activation curve with a large enough effect in the signal ratio, with a control signal flat, not every such curve was filed as active; inconclusive means small, poorly fitted or top-dose-only effect, or effect the other way, or a change in a side signal; the % refers to the signal ratio; further: potency means the concentration at half of the fitted maximal effect; % of control where 0% means no effect
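Titrated compounds plus EC10 NKH 477 on CHO CRE-bla cells, 3 h, 37 °C. CCF4, 2 h RT. Ratio 460/530 nm → AC50.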
Casp1 inh: blocks human caspase-1 allosterically or competitively | 75,000 tested, 0.03% active | P29466 | AID 900 | Potency, µM (top dose mostly 57.5 µM), for the others: at the highest dose activity change, negative = inhibition, most hits filed as inhibitors | Caspase-1 enzyme, Ac-WEHD-AFC fluorogenic rate;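 further: potency means the concentration at half of the fitted maximal effect; plate controls were vehicle for no effect and no substrate for full effect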
Target sequence (P29466 120-297 limits assumed): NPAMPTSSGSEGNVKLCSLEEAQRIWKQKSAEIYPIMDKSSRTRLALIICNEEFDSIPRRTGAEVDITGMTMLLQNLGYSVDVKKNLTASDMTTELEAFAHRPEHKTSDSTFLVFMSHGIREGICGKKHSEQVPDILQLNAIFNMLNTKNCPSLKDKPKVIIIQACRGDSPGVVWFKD
Target sequence (P29466 317-404 limits assumed): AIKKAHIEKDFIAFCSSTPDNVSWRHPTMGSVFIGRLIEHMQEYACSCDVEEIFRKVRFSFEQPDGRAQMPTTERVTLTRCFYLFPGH
USP2a inhib: inhibitors of human ubiquitin-specific protease USP2a; O75604; USP2a enzymatic assay, qHTS inhibition; Potency, µM (highest dose often 38.3 µM), without a hit: at the highest dose activity change, negative = inhibition, most hits filed as inhibitors; 60,000 tested, 0.1% active; AID 927;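 further: potency means the concentration at half of the fitted maximal effect; nearly all actives have a fitted effect of over 60% in size; plate controls were DMSO for no effect and NEM full inhibition control for full effect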
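USP2 core (20 nM final) was preincubated with compound for 30 min at RT in 20 mM Tris-HCl pH 8.0, 2 mM CaCl2, 2 mM beta-mercaptoethanol; Ub-PLA2 (20 nM) plus NBD C6-HPC (20 uM) then added, fluorescence read after 2.5 h.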
ERK AVP block: blocks ERK signaling stimulated by vasopressin; 72,000 tested, 0.99% active; AID 995; HEK293-V1b, vasopressin-stimulated pERK AlphaScreen; Potency, µM (titrated, usually from 57.5 µM), for inactives: at the top dose activity, negative = inhibition, actives largely listed as inhibitors; further: potency means the concentration at half of the fitted maximal effect; on the % scale 0 is the no-effect control and ±100 the full control effect; nearly all actives have a fitted effect of over 55% in size
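HEK293 cells stably expressing V1b receptor, preincubated 30 min at 37 °C with compound, then stimulated 5 min with 25 nM vasopressin. Phospho-ERK by AlphaScreen SureFire after 5 h RT; normalized to DMSO and vasopressin; AC50 by Hill fit.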
BRCT PPI red: inhibitors of human BRCA1 BRCT-phosphoprotein interaction (red fluorophore) | P38398 | 75,000 tested, 0.03% active | AID 892 | Potency, µM (highest dose often 76.9 µM), for inactives: top-dose activity change, negative = inhibition, hits mostly inhibitors | BRCT-phosphopeptide binding, red fluorescence polarization; further: on the % scale 0 is the no-effect control and ±100 the full control effect
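Rhodamine-labelled pBACH1 10-mer (100 nM) bound to BRCT domain (100 nM) at pH 7.3; compounds incubated 12 min room temperature, polarization read. Free peptide defines full inhibition; unlabelled decapeptide titrated as control.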
HEK293 cAMP cs: counter-screen for TSHR agonists: cAMP increase in parental HEK293; parental HEK293 CNG cAMP sensor, membrane potential fluorescence; Potency, µM (top dose mostly 57.1 µM), for the others: at the top dose activation, actives largely listed as activators; 73,000 tested, 2.5% active; further: potency means the concentration at half of the fitted maximal effect; % of control where 0% means no effect; nearly all actives have a fitted effect of over 55% in size
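Counterscreen for endogenous-receptor signalling: CNG-channel HEK 293 cells report cAMP rise by membrane depolarization. After 60 min dye equilibration with 100 uM RO 20-1724, compounds incubated 30 min before bottom-read fluorescence at 590 nm.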
A350 fluor: A350 region autofluorescence; Compound autofluorescence, 340/450 nm, Alexa 350 dye-equivalents; hits give high values; max dye-equivalent concentration, M; 59,000 tested, 11% active; AID 590; in the data active means max dye-equivalent concentration above about 10 nM; inconclusive means mostly about 1.1 nM to 9.6 nM
Tau filament bind: tau filament binding; P10636; recombinant tau filaments, thioflavin S fluorescence, 15 h; filaments grown with octadecylsulfate alongside compound; Potency, µM (series often up to 57.1 µM), without a hit: at the highest dose activity change, negative = inhibition; 71,000 tested, 2% active; AID 596;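 further: potency means the concentration at half of the fitted maximal effect; on the % scale 0 is the no-effect control and ±100 the full control effect; actives lower thioflavin S fluorescence by blocking filaments or displacing dye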
Target sequence (P10636 whole entry, looked up): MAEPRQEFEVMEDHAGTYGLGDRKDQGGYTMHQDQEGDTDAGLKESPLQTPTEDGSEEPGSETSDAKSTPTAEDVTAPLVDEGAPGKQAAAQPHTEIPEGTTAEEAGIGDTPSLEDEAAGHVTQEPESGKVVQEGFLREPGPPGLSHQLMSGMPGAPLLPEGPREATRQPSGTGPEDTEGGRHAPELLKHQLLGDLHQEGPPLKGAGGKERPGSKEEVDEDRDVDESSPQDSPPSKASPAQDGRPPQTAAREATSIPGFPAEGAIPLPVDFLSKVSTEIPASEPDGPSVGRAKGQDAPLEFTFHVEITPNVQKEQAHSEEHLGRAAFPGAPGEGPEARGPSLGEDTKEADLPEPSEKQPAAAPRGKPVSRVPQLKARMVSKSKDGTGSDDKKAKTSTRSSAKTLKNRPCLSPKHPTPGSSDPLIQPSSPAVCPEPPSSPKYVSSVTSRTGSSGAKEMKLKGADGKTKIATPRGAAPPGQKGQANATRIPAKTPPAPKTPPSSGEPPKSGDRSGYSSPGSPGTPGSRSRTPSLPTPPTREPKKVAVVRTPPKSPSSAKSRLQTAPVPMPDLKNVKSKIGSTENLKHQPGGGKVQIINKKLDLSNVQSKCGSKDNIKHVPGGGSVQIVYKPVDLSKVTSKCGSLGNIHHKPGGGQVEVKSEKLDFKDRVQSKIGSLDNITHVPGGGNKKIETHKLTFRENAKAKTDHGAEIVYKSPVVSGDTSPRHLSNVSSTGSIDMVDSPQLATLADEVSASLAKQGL
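Quantitative HTS: thioflavine S signal from ODS-induced tau filaments, excited at 450 nm, emission 510 nm. Conditions: 1 uM tau, 30 uM ODS, 15 h at 37 C, pH 7.4.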
The depositor's hits bear a star; i = inactive; u = inconclusive; x = no result given; [ ] = remark or other dose. Unless noted, the call rests on the fitted dose curve; in most records, active means well fitted curve in the direction sought with a large enough effect; inconclusive means small, poorly fitted or top-dose-only effect, or another doubt; inactive means no such curve, though single readings can be large; an effect the other way counts as inactive or inconclusive.

Order of values – Luciferase inh	Casp7 inh	BRCT PPI green	CRE Fsk mod	Casp1 inh	USP2a inhib	ERK AVP block	BRCT PPI red	HEK293 cAMP cs	A350 fluor	Tau filament bind
> Cc1ccc(-c2noc(CCCC(=O)Nc3cccnc3)n2)cc1
 : -7%	-3%	-0.6%	-5%	-1%	14%	-21%	-3.0%	8%	u	-6%
> CCN1C(=O)CSc2ccc(C(=O)NCCCN3CCOCC3)cc21
 : 1%	1%	-2.0%	u	-4%	-2%	8%	0.9%	7%	u	2%
> CCCCNC(=O)C(c1ccc(OCC(=O)OC)c(C(=O)OC)c1)N(Cc1ccccc1)C(=O)CCCCCN1C(=O)NC(c2ccc(-c3ccccc3)cc2)C(C(=O)OCc2ccccc2)=C1C (stereo unspecified)
 : x	1%	-2.0%	1%	-1%	x	5%	-0.3%	11%	x	30%
> COc1ccc(C2(O)CCN(C(=O)NC3CCCCC3)CC2)cc1
 : 0%	2%	-1.6%	0%	0%	6%	-7%	-0.9%	10%	i	-1%
> Cc1cccc(N(CC(=O)NCc2ccccc2)C(=O)Cn2nnc(-c3ccc(C)o3)n2)c1
 : 1%	-2%	0.1%	-2%	-5%	91%[activator]	2%	-1.0%	u	i	195%
> CCC1CCCCN1C(=O)N[C@@H](CCSC)C(=O)OC (stereo partly specified)
 : 2%	-1%	-1.0%	-29%	2%	1%	8%	1.7%	-1%	i	-6%
> CNS(=O)(=O)c1cccc2cccnc12
 : 2%	-1%	-1.5%	0%	-9%	-6%	-26%	1.2%	1%	x	-6%
> Cc1cc(C(=O)Nc2sc(C)c(C)c2C#N)c(C)o1
 : -3%	-4%	58%[activator]	-14%	-4%	-6%	-4%	5.1%	5%	i	17%
> O=C(OCCN1C(=O)CCC1=O)c1ccc(S(=O)(=O)N2CCCCC2)cc1
 : 3%	-3%	-1.2%	-1%	-1%	7%	-3%	1.0%	3%	u	-3%
> CCCOc1ccc(Cn2cnc3ccccc32)cc1
 : 0%	-1%	-0.2%	3%	-4%	3%	-13%	-4.1%	u	i	-3%
> COCc1nc(-c2cc(OC)c(OC)c(OC)c2)no1
 : 0%	-1%	0.8%	u	1%	-1%	u	0.9%	-1%	i	-18%
> CC(=O)Oc1cccc(C(=O)O)c1OC(C)=O
 : x	-1%	0.2%[3.08 µM]	x	2%	0%	38%[activator]	0.2%	x	x	x
> CCOC(=O)c1c(C)oc(NC(=O)COc2ccc(Cl)cc2C)c1C#N
 : -1%	-4%	0.7%	u	-2%	26%	13%	-1.5%	67%	i	8%
> COc1cc(N2CN=c3s/c(=C\c4ccccn4)c(=O)n3C2)cc(OC)c1OC
 : -7%	-1%	1.9%	u	1%	1%	-26%	-1.0%	5%	i	5%
> CCOc1ccc(N2C(=O)CC(N3CC(C)OC(C)C3)C2=O)cc1 (stereo unspecified)
 : x	-1%	-4.7%	x	3%	x	x	0.8%	1%	x	x
> CC(C)c1c(C#N)c(N)nc(SCC(=O)c2cc3ccccc3oc2=O)c1C#N
 : 1%	-9%	1.9%	60%	-9%	-2%	-2%	-0.2%	u	u	-66%
> CCOC(=O)CN(C(=O)CN1CCOCC1)c1ccc(Br)cc1
 : -1%	0%	-0.9%	-2%	0%	2%	6%	1.0%	-2%	i	-1%
> COc1ccccc1NC(=O)c1ccc(NC(=O)CSc2nnnn2C)cc1
 : 0%	-4%	-1.4%	-4%	-2%	11%	-22%	-1.0%	-6%	i	-22%
> CCOc1ccccc1N1CCN(S(=O)(=O)c2cccs2)CC1
 : 2%	0%	0.9%	9%	-3%	-2%	3%	-1.6%	10µM*	u	-1%
> C=CCn1c(Br)nc2c1c(=O)n(C)c(=O)n2C
 : 1%	1%	0.1%	u	2%	-1%	-29%	-2.3%	8%	i	4%

Arranged by the number under Tau filament bind (high to low): some entries from above
Molecule,Luciferase inh,Casp7 inh,BRCT PPI green,CRE Fsk mod,Casp1 inh,USP2a inhib,BRCT PPI red,A350 fluor,Tau filament bind
CCCCNC(=O)C(c1ccc(OCC(=O)OC)c(C(=O)OC)c1)N(Cc1ccccc1)C(=O)CCCCCN1C(=O)NC(c2ccc(-c3ccccc3)cc2)C(C(=O)OCc2ccccc2)=C1C (stereo unspecified),x,1%,-2.0%,1%,-1%,x,-0.3%,x,30%
COc1cc(N2CN=c3s/c(=C\c4ccccn4)c(=O)n3C2)cc(OC)c1OC,-7%,-1%,1.9%,u,1%,1%,-1.0%,i,5%
COc1ccccc1NC(=O)c1ccc(NC(=O)CSc2nnnn2C)cc1,0%,-4%,-1.4%,-4%,-2%,11%,-1.0%,i,-22%

(cont.)
Order of values – Luciferase inh	Casp7 inh	BRCT PPI green	CRE Fsk mod	Casp1 inh	USP2a inhib	ERK AVP block	BRCT PPI red	HEK293 cAMP cs	A350 fluor	Tau filament bind
> O=C1CC(N2CCN(C/C=C/c3ccccc3)CC2)C(=O)N1Cc1ccc(N2CCCC2=O)cc1 (stereo unspecified)
 : 0%	-1%	1.1%	u	1%	25%	-30%	0.2%	25%	i	0%
> COC(=O)[C@@H]1C[C@@H]2CC[C@@H](O)C[C@@H]2N1Cc1ccc(-c2ccccc2)cc1
 : x	-2%	0.9%	x	-4%	x	21%	-0.3%	x	x	x
> CC1Cc2ccccc2N1C(=O)COC(=O)c1ccc(S(=O)(=O)N(C)C)cc1 (stereo unspecified)
 : 2%	-6%	-1.1%	-3%	2%	9%	-20%	0.3%	3%	i	11%
> Nn1c(SCC(=O)NC2CCCc3ccccc32)nnc1-c1cccs1 (stereo unspecified)
 : 2%	-1%	-0.5%	u	1%	2%	25%	-1.1%	0.2µM*	i	-3%
> COc1ccc(CCNC(=O)C2CC(=O)N(c3ccccc3)C2)cc1OC (stereo unspecified)
 : 3%	0%	1.4%	u	0%	0%[7.66 µM]	6%	-0.5%	1%[11.4 µM]	x	0%[11.4 µM]
> CC(C)(C)NC(=O)NC(=O)COc1ccccc1C#N
 : 20µM*	1%	-0.7%	12%	-3%	4%	36%	1.6%	4%	i	-15%
> O=C(CSc1nc2ccccc2c(=O)[nH]1)N1CCOCC1
 : -1%	0%	-0.4%	3%	-2%	1%	0%	-0.2%	20%	i	-7%
> COc1ccc(CCNC(=O)CN(C2CCCCC2)S(C)(=O)=O)cc1OC
 : 1%	0%	0.8%	4%	-1%	-1%	-9%	-0.6%	3%	u	-2%
> Cc1ccc(S(=O)(=O)N2CCN(S(C)(=O)=O)C2)cc1
 : 0%	0%	-1.3%	u	2%	-5%	0%	0.1%	u	i	6%
> CCn1c(SCC(=O)Nc2nnc(C)s2)nnc1-c1ccncc1
 : -2%	0%	-0.6%	-3%	-2%	1%	-1%	0.2%	1%	i	-1%
> N#CC1=C2SCN(Cc3ccco3)CN2C(=O)CC1c1ccc(Cl)cc1 (stereo unspecified)
 : -7%	-13%	-3.6%	-21%	-5%	24%	-1%	-0.6%	13%	u	u
> CCCn1c(-c2ccc(F)cc2)nc2c(NCCCN(C)C)nc(C)nc21
 : x	1%	-3.1%	9%	1%	x	0%	1.9%	25µM*	x	3%
> COCCNS(=O)(=O)c1cc(F)ccc1OC
 : -1%	1%	-2.4%	-2%	2%	42%[activator]	-4%	0.2%	-3%	i	-3%
> CC1CCC2(OC1)OC1CC3C4CCC5CC(O)CCC5(C)C4=CCC3(C)C1C2C (stereo unspecified)
 : x	1%	-0.9%[3.08 µM]	x	-4%	34%[activator]	9%	0.5%	x	x	x
> CCCC(=O)c1cc(F)c(N2CCN(S(=O)(=O)c3ccccc3)CC2)cc1C
 : 2%	-2%	-1.3%	u	0%	-2%[7.66 µM]	56%[activator]	0.3%	24%[11.4 µM]	x	3%[11.4 µM]
> N#CC1=C(N)C(C#N)(C#N)C2(CCC3(CC2)OCCO3)C2CC3(CC=C12)OCCO3 (stereo unspecified)
 : 1%	-5%	-3.0%	u	-3%	-6%	-17%	1.2%	-10%	u	19%
> Cc1cc(NC(=O)CSc2nnc(-c3ccc(Cl)s3)o2)no1
 : 5%	-1%	-1.3%	u	0%	2%	-12%	-0.5%	6%	i	-4%
> Cc1nc2c3c(-c4ccccc4)nc(N4CCOCC4)nc3nn2c(C)c1CCC(=O)O
 : 0%	-4%	0.8%	u	-7%	-4%	10%	-1.6%	-3%	9.9e-08M*	5%
> O=C(O)CC/C=C\CC[C@H]1[C@@H](N2CCCCC2)[C@@H](O)C[C@@H]1OCc1ccc(-c2ccccc2)cc1
 : -4%	1%	-0.6%	u	3%	x	12%	0.3%	-2%	x	u
> Cn1c(CNc2nc(-c3ccccc3)cs2)nnc1SCC(=O)OC1CCCCC1
 : 0%	-4%	-2.0%	-6%	-4%	14%	-3%	-2.8%	24%	i	2%
